Compound activity: PubChem, several laboratories
MLLE-PAM2 inh = blocks PAM2 peptide binding to the PABP1 MLLE domain | P11940 | inhibition, % at 20 µM | 360,000 compounds, 0.36% hits | GST-MLLE / FITC-PAM2 fluorescence polarization; in the data active = inhibition above about 35%, passing the limit was not always enough;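 also: plate controls were DMSO wells with GST-MLLE for no effect and wells lacking GST-MLLE protein for full effect; some results filed as inactive read as strong as hits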
MsrA inh = inhibitors of bovine MsrA; purified bovine MsrA, absorbance read-out; inhibition, % at 15.5 µM; 360,000 compounds, 0.75% hits; in the data active = inhibition above about 4.5%;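 also: 0% = vehicle wells with enzyme and 100% = reference inhibitor wells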
Tb MetRS inh = Trypanosoma brucei MetRS inhibition; purified T. brucei MetRS, ATP depletion, Kinase-Glo luminescence; inhibition, % at 11.9 µM; 360,000 compounds, 0.4% hits;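 active = inhibition above a per-plate cutoff of the control wells' mean inhibition plus 3 SD, cut at about 5.5% in these data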;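 also: 0% = DMSO wells median and 100% = median of wells with control inhibitor compound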
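System: purified T. brucei MetRS enzyme / Detection: Kinase-Glo luciferase luminescence reporting remaining unconsumed ATP / Medium: HEPES buffer with MgCl2, KCl, DTT, spermine, BSA, pyrophosphatase / Replication: singlicate, one well per compound / Evaluation: percent inhibition relative to median high and low control wells / Schedule: 2 h aminoacylation at 25 °C after 15 min preincubation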
eLon inh = E. coli protease La inhibition; P0A9M0; purified E. coli Lon protease, fluorescence polarization; inhibition, % at 7.94 µM; 360,000 compounds, 0.42% hits; AID 602123; in the data active = inhibition above about 13%, passing the limit was not always enough;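 also: 0% = enzyme with probe and DMSO and 100% = no enzyme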
Target sequence (P0A9M0 whole entry, looked up): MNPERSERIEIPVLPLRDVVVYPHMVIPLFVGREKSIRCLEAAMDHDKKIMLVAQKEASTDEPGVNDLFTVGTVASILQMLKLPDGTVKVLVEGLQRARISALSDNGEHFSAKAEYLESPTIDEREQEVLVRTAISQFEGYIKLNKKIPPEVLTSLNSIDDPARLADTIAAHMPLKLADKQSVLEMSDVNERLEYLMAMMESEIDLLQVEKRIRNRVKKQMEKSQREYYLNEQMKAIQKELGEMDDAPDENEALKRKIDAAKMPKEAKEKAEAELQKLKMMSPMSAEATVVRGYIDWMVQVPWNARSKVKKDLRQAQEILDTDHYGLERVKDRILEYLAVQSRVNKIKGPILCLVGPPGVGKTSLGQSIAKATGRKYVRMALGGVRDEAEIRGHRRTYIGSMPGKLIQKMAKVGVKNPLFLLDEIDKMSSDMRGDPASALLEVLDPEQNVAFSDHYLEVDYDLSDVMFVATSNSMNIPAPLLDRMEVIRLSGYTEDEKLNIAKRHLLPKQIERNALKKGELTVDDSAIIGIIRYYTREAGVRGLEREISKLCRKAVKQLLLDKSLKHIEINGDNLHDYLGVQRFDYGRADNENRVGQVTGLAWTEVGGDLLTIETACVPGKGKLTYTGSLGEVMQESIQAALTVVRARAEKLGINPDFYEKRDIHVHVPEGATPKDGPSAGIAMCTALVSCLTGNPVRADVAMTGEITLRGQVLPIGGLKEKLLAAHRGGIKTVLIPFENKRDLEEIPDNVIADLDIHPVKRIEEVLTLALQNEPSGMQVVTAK
MsrA act = activates bovine MsrA enzyme; purified bovine MsrA, absorbance read-out; activation, % at 10.6 µM; 360,000 compounds, 0.3% hits; in the data active = activation above about 7.5%;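 also: 0% = vehicle and 100% = reference activator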
FAS-TE inh = blocks the thioesterase domain of human fatty acid synthase; P49327; recombinant FAS-TE, OMFH fluorogenic substrate, fluorescence endpoint; inhibition, % at 15 µM; 360,000 compounds, 0.67% hits;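 active = compounds whose normalised, plate-corrected inhibition of enzyme fluorescence in the single-dose primary screen is 50% or more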;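 also: 0% = DMSO with enzyme and 100% = substrate without enzyme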
CSN deneddyl inh = inhibitors of human CSN-mediated cullin deneddylation | Q92905 | Purified CSN, SCF-Nedd8-OG deneddylation, fluorescence polarization | inhibition, % at 12.5 µM | 360,000 compounds, 0.38% hits;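 active = pattern-corrected inhibition above about 35%, with an unprinted fluorescence ratio check between 0.5 and 1.5, limit read from the data, passing the limit was not always enough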;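 also: 0% = enzyme with substrate and 100% = substrate without enzyme; some results filed as inactive read as strong as hits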
Target sequence (Q92905 whole entry, looked up, one chain of several): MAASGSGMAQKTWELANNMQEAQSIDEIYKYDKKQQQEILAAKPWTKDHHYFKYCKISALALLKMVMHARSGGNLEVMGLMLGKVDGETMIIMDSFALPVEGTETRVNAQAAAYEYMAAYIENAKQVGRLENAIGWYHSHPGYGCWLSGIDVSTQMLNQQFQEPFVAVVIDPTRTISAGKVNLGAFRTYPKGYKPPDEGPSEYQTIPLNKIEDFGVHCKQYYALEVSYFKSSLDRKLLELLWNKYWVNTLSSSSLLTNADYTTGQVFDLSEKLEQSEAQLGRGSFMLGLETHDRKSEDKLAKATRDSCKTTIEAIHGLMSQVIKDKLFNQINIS
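Assay system: Purified human Csn5 enzyme expressed in HEK293T cells | Amount: Enzyme 0.24 nM | Measured by: Fluorescence polarization readout | Medium: Tris/NaCl/DTT buffer, pH 7.5 | Compound dosing: One concentration, 12.5 µM, 0.25% DMSO | Times: 90 min incubation of compound, enzyme and substrate at room temperature | Control set: no-enzyme wells high, enzyme-with-substrate wells low | Read-out: % inhibition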
Neddylation inh = blocks human cullin neddylation; 360,000 compounds, 0.58% hits; calls only at 25 µM; TR-FRET cullin neddylation, biochemical; in the data active = inhibition above about 36%
Rin1-Abl PPI inh = inhibitors of human Rin1-Abl protein interaction | P00519+Q13671 | TR-FRET Rin1/Abl binding, biochemical | inhibition, % at 7.35 µM | 360,000 compounds, 0.4% hits | AID 588664; in the data active = inhibition above about 5%, passing the limit was not always enough
* marks the source's active call; other numbers are inactive results; i = inactive; + = active, no number.

Values run as follows: MsrA act	FAS-TE inh	eLon inh	Rin1-Abl PPI inh	CSN deneddyl inh	MsrA inh	Tb MetRS inh	Neddylation inh	MLLE-PAM2 inh
- COc1ccc(OC)c(NC(=O)NCCc2c[nH]c3ccccc23)c1
→ 1	4	4	2	-8	-0.4	-0.1	i	-1
- O=C(CN1C(=O)NC2(CCCCCCC2)C1=O)NCc1ccccc1Cl
→ -2	9	7	0	1	-0.1	0.7	i	-8
- Cn1cc(C(=O)N2CCCCC2)c(=O)c2cc(S(=O)(=O)N3CCCC3)ccc21
→ -5	-8	-3	-1	-3	0.3	0.5	i	-1
- COc1ccc(C(=O)c2sc(Nc3ccccc3)nc2C)cc1
→ -1	15	2	1	-2	1.4	0.1	i	-90
- O=C(CCC1COc2ccccc2O1)NCc1ccccc1 (configuration not stated)
→ -2	-6	2	6	2	0.7	-0.1	i	-2
- CCCCCCN1C[C@@H](n2cc(COC(=O)c3ccccc3)nn2)[C@H](O)C[C@@H]1c1ccc(OC)cc1
→ -1	21	-2	0	9	0.1	-1.2	i	4
- O=C(NCCC1=CCCCC1)C1CCN(S(=O)(=O)c2ccc(-n3cnnn3)cc2)CC1
→ -5	6	7	1	-2	-0.5	-0.8	i	0
- Cc1cccc(/C=C2/Sc3ccc(C(=O)NCCN4CCCC4)cc3NC2=O)c1
→ 1	-2	-4	1	8	2.0	-0.5	i	-11
- CC(C)(C)NC(=O)NC(=O)CN1CCN(S(=O)(=O)c2ccc3c(c2)CCCC3)CC1
→ -1	23	-8	0	4	-0.1	0.0	i	6
- CCOC(=O)c1cc(NC(=O)OC)c(C)nc1C
→ -2	-8	-3	3	-5	-0.3	-0.5	i	8
- Cc1ccc(S(=O)(=O)NCCc2nnc3ccc(SCC(=O)Nc4nc(C)cs4)nn23)cc1
→ -8	-4	-1	1	-13	0.4	-1.1	i	4
- CC[C@]1(C(=O)OC)[C@H]2C(=O)N(C)C(=O)[C@H]2[C@H]2CN=C(SCC3CC3)N21
→ -3	-9	-8	-3	1	-0.4	-0.6	i	-76
- O=C(CN1CCOCC1)Nc1ccccc1Sc1ccccc1
→ -3	-8	3	0	2	-0.5	-0.4	i	2
- COc1ccc(S(=O)(=O)N2CCN(CCc3ccccc3)CC2)c(OC)c1
→ -6	6	0	1	-1	1.3	-0.3	i	-15
- CC(=O)N/C(=C\c1ccccc1)C(=O)OCC(=O)N1CCCCCC1
→ -13	-2	7	-3	1	-0.9	-0.5	i	6
- Brc1ccc(NC(c2ccccc2)c2ccncc2)cc1 (configuration not stated)
→ -8	6	7	2	2	-0.3	-0.9	i	4
- O=C(NC1CCCC1)C1CCCN1C(=O)Nc1ccccc1Cl (configuration not stated)
→ -2	-8	9	1	4	2.0	-0.6	i	4
- Cc1nn(CC(=O)N(C)C2CCS(=O)(=O)C2)c(C)c1S(=O)(=O)N(C)C (configuration not stated)
→ -3	-4	3	-1	3	0.6	-0.4	i	5
- Cc1ccc(NS(=O)(=O)c2ccc3c(c2)oc(=O)n3C)cc1C
→ -4	2	-3	-1	-1	-0.2	-0.7	i	-2
- Cn1c(SCC(=O)NC2CC2)nnc1-c1ccc(Cl)cc1
→ -14	-6	4	2	-6	-0.3	-0.6	i	5
- COC(=O)[C@H](CCSC)NC(=O)c1cccnc1SC
→ -2	-6	-4	0	-1	1.0	-0.3	i	12
- COc1ccc(C/C(N)=N/OC(=O)c2cccs2)cc1
→ -2	0	5	0	6	-0.3	-0.3	i	-6
- CC(C)CNC(=O)C(=O)Nc1ccc(N(C)C)cc1
→ 0	-5	-6	4	-4	0.6	0.5	i	7
- Cc1onc(-c2ccccc2Cl)c1C(=O)OCC(=O)Nc1cccc(S(=O)(=O)N(C)C)c1
→ -2	11	10	1	1	2.0	-0.7	i	-3
- CCN1C(=O)[C@@H]2[C@@H](c3ccc(-c4ccc(F)cc4)c(OC)c3)N3CCCC[C@@]3(C(=O)OC)[C@@H]2C1=O
→ 2	30	-10	3	2	2.9	-0.3	i	-12
- COc1ccc(-c2cn(/N=C/c3ccc(Cl)cc3Cl)c(N)n2)cc1
→ -7	-9	-6	3	4	0.9	-0.8	i	-19
- CC(=O)N1c2ccc(S(=O)(=O)N3CCC(C(=O)Nc4cccc(C(F)(F)F)c4)CC3)cc2CC1C (configuration not stated)
→ -7	17	28*	0	0	-0.1	-0.8	i	-4
- Cc1ccc(O)c(NC(=O)C2CC(c3c(F)cccc3Cl)=NO2)c1 (configuration not stated)
→ -3	-4	3	0	0	0.9	0.4	i	4
- CCOC(=O)C1CCCN(S(=O)(=O)c2ccc3c(c2)C(C)(C)C(=O)N3C)C1 (configuration not stated)
→ 0	-6	-12	-1	1	-0.9	0.1	i	1
- CC(=O)c1ccc(NC(=O)c2ccc(CNc3c(N4CCOCC4)c(=O)c3=O)cc2)cc1
→ 0	3	-3	-3	2	1.4	0.6	i	-11
- CCCCN(CC)Cc1ccc(CNC(=O)Nc2ccc(F)cc2)o1
→ -5	-7	-3	-1	-13	-0.3	-0.5	i	-3
- CC(C)(C)c1cc(NC(=O)c2ccco2)n(-c2ccccc2)n1
→ 16*	-2	-8	0	-9	0.8	-0.5	i	1
- Cc1noc(C)c1C(=O)OCC(=O)Nc1cc(Cl)ccc1Oc1ccccc1
→ 1	27	-3	-4	0	-0.6	-0.7	i	0
- O=C(N/N=C/c1ccc(O)cc1O)NC12CC3CC(CC(C3)C1)C2
→ -1	-86	-7	1	0	1.1	0.3	i	-9
- COc1ccc(NS(=O)(=O)c2cccc(NC(=O)CNC(C)=O)c2)cc1
→ -3	-2	-7	-4	5	-0.1	0.3	i	3
- O=C(OCc1ccc(Br)cc1)c1ccncc1
→ -10	0	0	0	1	-0.2	-0.7	i	-5
- COc1c(C=NNC(N)=O)c(OC)c(OC)c2c1CCO2
→ -1	-6	-9	0	-1	0.5	0.2	i	12
- Oc1ccc(CN2CCN(Cc3ccccc3)CC2)c2cccnc12
→ -1	5	-6	7	-1	0.4	0.0	i	13
- CCOC(=O)C1CCN(C(=O)COc2cc(C)c(Br)cc2C)CC1
→ -1	23	6	-1	-4	-0.8	0.0	i	7
- CC(C)C12NC(=O)NC(=O)N1CCS2 (configuration not stated)
→ -7	-5	1	3	0	0.8	-0.5	i	29
- Cc1cc(C)c(NC(=O)CN2CCOCCOCCOCCOCC2)c(C)c1
→ -2	-4	-4	0	4	0.9	-1.3	i	8
- Cc1cc(N2CCN(C(=O)OC(C)(C)C)CC2)n2ncnc2n1
→ -6	-11	4	0	2	0.7	-0.5	i	4
- CN(C)NC(=S)Nc1cccc(Cl)c1
→ -2	-6	-9	-3	2	-0.1	0.0	i	-11
- COc1ccc2nc(NC3=NCCC3)sc2c1
→ -11	-8	-6	0	-2	0.8	-0.7	i	-9
- Cc1cnc(C(=O)OCC(=O)NC2CCCC(C)C2C)cn1 (configuration not stated)
→ -1	-4	-3	1	1	0.1	-0.7	i	-21
- COC(=O)c1ccc2[nH]c(C(C)(C)O)c(C)c2c1
→ 4	-7	-11	0	0	-0.3	0.1	i	-1
- COc1ccccc1N1CCN(C(=O)c2ccc3ncsc3c2)CC1
→ -4	-5	-2	1	5	1.0	-1.0	i	4
- O=C(O)CCC1(c2ccccc2)NC(=O)NC1=O (configuration not stated)
→ 1	-6	-2	-4	4	0.4	0.2	i	6
- O=C1c2ccccc2C(=O)N1CC(=O)N1c2ccccc2Sc2ccc(C(F)(F)F)cc21
→ -10	35	-4	6	4	-0.1	-0.6	i	2
- Cc1cc(C(=O)Nc2nnc(C(F)(F)F)s2)cs1
→ -2	-1	-1	1	-1	1.3	-0.7	i	-15
- O=C(CN(c1ccc2c(c1)OCCO2)S(=O)(=O)c1ccccc1)N1CCN(Cc2ccccc2)CC1
→ -3	8	6	1	-4	0.1	-0.2	i	-19
- CCOC(=O)C1CCCN(C(=O)Cn2ncc3c([nH]c4ccccc43)c2=O)C1 (configuration not stated)
→ -1	-9	-2	1	-1	-0.1	0.1	i	-7
- COc1cc(C(=O)Oc2cccc(/C=N/NC(=O)c3cccnc3)c2)cc(OC)c1OC
→ -4	1	-2	1	0	0.7	0.0	i	0
- CC1(C)CC2CC(C)(CN2C(=O)c2ccc([N+](=O)[O-])cc2[N+](=O)[O-])C1 (configuration not stated)
→ -4	-1	-1	3	-5	-0.2	-0.5	i	9
- CCN(C(=O)COC(=O)c1ccccc1Cc1ccccc1)C1CCS(=O)(=O)C1 (configuration not stated)
→ -4	-1	-2	5	-1	1.0	0.1	i	1
- CC(C)CCNC(=S)Nc1ccccn1
→ -2	-2	0	-3	-15	0.3	0.8	i	-26
- COCCCn1c(=O)c2sccc2n2c(CCCC(=O)N3CCN(c4ccccn4)CC3)nnc12
→ -2	-3	0	0	-2	0.3	0.2	i	16
- COc1cc(C(=O)O)c([N+](=O)[O-])c(OC)c1OC
→ -3	-3	10	-2	-5	-0.3	-0.7	i	4
- Cc1sc2nc(CSCC(=O)NC3(C#N)CCCCC3)[nH]c(=O)c2c1C
→ 0	-11	-8	0	1	1.5	-0.2	i	-44
- Oc1c(Br)cc(Br)cc1C=Nc1cccc2ncccc12
→ -2	-1	11	2	2	0.0	-0.2	+	7

New compounds follow:
Values run as follows: MsrA act	FAS-TE inh	eLon inh	Rin1-Abl PPI inh	CSN deneddyl inh	MsrA inh	Tb MetRS inh	Neddylation inh	MLLE-PAM2 inh
- CCOC(=O)c1nnn(CC(=O)NC(=O)Nc2ccc(F)cc2)c1C(=O)OCC
→ -3	0	-1	-3	0	-0.3	0.7	i	2
- CC(=O)c1ccc(NC(=O)c2ccc([N+](=O)[O-])o2)cc1
→ 9.1*	0	5	-4	-4	11*	-0.6	i	0
- CCc1noc(C)c1C(=O)OC(C)C(=O)Nc1ccc2c(c1)OCO2 (configuration not stated)
→ -2	-8	1	1	-1	0.7	-0.2	i	0
- O=C(CCl)NC(Cc1c[nH]c2ccc(OCc3ccccc3)cc12)C(=O)O (configuration not stated)
→ -8	-11	-17	-2	2	-1.0	-0.5	i	3
- CC1=NN(c2ccccc2)C(=O)C1C(=O)C(=O)Nc1ccc(F)cc1 (configuration not stated)
→ -11	-3	-4	1	2	0.5	-0.6	i	-2
- CN(Cc1ccc2nsnc2c1)Cc1nc(Cc2cccc(F)c2)no1
→ -6	11	5	-1	-1	-0.4	-1.2	i	-1
- CC(C)Oc1ccccc1OCCCCn1cnc2ccccc2c1=O
→ 4	-6	-3	-2	-2	0.5	-0.8	i	-6
- CCOC(=O)c1c(NC(=S)Nc2ccc(OCC)cc2)sc2c1CCN(C)C2
→ -3	-5	-33	-3	11	-0.7	0.1	i	-34

Complete entries, looked up by structure:
Listed for CC1=NN(c2ccccc2)C(=O)C1C(=O)C(=O)Nc1ccc(F)cc1 (configuration not stated) = MsrA act: -11; FAS-TE inh: -3; eLon inh: -4; Rin1-Abl PPI inh: 1; CSN deneddyl inh: 2; MsrA inh: 0.5; Tb MetRS inh: -0.6; Neddylation inh: i; MLLE-PAM2 inh: -2
Listed for CC(C)Oc1ccccc1OCCCCn1cnc2ccccc2c1=O = MsrA act: 4; FAS-TE inh: -6; eLon inh: -3; Rin1-Abl PPI inh: -2; CSN deneddyl inh: -2; MsrA inh: 0.5; Tb MetRS inh: -0.8; Neddylation inh: i; MLLE-PAM2 inh: -6

For convenience, part of the list above:
Values run as follows: MsrA act	FAS-TE inh	eLon inh	Rin1-Abl PPI inh	CSN deneddyl inh	MsrA inh	Tb MetRS inh	Neddylation inh	MLLE-PAM2 inh
- CC(C)Oc1ccccc1OCCCCn1cnc2ccccc2c1=O
→ 4	-6	-3	-2	-2	0.5	-0.8	i	-6
- CCOC(=O)c1c(NC(=S)Nc2ccc(OCC)cc2)sc2c1CCN(C)C2
→ -3	-5	-33	-3	11	-0.7	0.1	i	-34
